ssDAF-12 act – activates DAF-12 receptor from parasite S. stercoralis | activation, % at 6.8 µM | HEK293 ssDAF-12/GRIP1 lit1-tk-luc reporter, luminescence; % of 3 µM dafachronic acid response | 1% of 370,000 active | AID 652126;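 active = activation above the mean over all tested compounds plus 3 SD, cut at about 0.9% in these data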;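 also: 0% = DMSO-only wells and 100% = 3 µM delta7-dafachronic acid wells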
PLCb3 inh – PLC-beta3 (human) inhibition, primary screen; Q01970; Purified PLC-beta3, fluorogenic substrate, fluorescence; inhibition, % at 12.2 µM; 0.18% of 370,000 active; AID 720704; in the data active = inhibition above about 11%;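 also: 0% = median of compound wells on plate and 100% = full blocker control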
sPLA2-III inh – Inhibits HGIII-sPLA2 liposome hydrolysis, primary screen; Q9NZ20; QFRET BODIPY PC-A2 liposome hydrolysis, fluorescence; inhibition, % at 12.2 µM; 0.56% of 370,000 active;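 active = inhibition above mean plus 3 SD of compounds lying within the high and low control bounds, cut at about 19% in these data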;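 also: 0% = median of test compound wells and 100% = no enzyme DMSO wells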
hgDAF-12 ag – agonists of H. glycines DAF-12 nuclear receptor; HEK293 GAL4-hgDAF12 UAS-luciferase reporter, agonist luminescence; normalized to butyrate control; activation, % at 6.8 µM; 1.8% of 370,000 active; AID 687014;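 active = activation above a cutoff set at the mean of all screened compounds plus 3 SD, cut at about 10% in these data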;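 also: 0% = DMSO wells and 100% = sodium butyrate wells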
hcDAF12 agonist – activators of H. contortus DAF-12 nuclear receptor; HEK293 hcDAF-12 lit1-tk-luc reporter, luminescence; 0% DMSO, 100% Δ7-dafachronic acid; activation, % at 6.8 µM; 1.4% of 370,000 active; AID 652067;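 active = activation above the mean of all tested compounds plus 3 SD, cut at about 5.5% in these data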;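 also: 100% = response to 3 µM Δ7-dafachronic acid high control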
ADAM17 inh – inhibitors of human ADAM17; recombinant ADAM17, EDANS/DABCYL FRET peptide cleavage; inhibition, % at 6.95 µM; 0.83% of 370,000 active;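 active = inhibition above the mean of compounds lying between control limits plus 3 SD, set per campaign, cut at about 8.5% in these data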;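 also: 0% = DMSO-only wells as the low control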
ADAM10 inh – inhibits human ADAM10; recombinant ADAM10, EDANS/DABCYL FRET peptide cleavage, 3 h; 0.62% of 370,000 active; O14672; AID 720582; inhibition, % at 7 µM;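 active = inhibition above a per-campaign cutoff equal to the mean of compounds falling between control-based bounds plus 3 SD, cut at about 20% in these data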;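 also: 0% = DMSO wells while the 100% control is not disclosed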
DAX1 inh-1 – inhibitors of human orphan nuclear receptor DAX1 (NR0B1). AID 504766. P51843. inhibition, % at 6.75 µM. 0.99% of 340,000 active. HEK293 Gal4-DAX1 luciferase reporter, luminescence;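 active = inhibition above the mean over all tested compounds plus 3 SD, cut at about 4.2% in these data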;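 also: 0% = DAX1-transfected cells with DMSO and 100% = empty-vector control cells with DMSO; inhibition shows as a rise in luminescence from relieved DAX1 repression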
FXN GAA850 act – frataxin GAA850 promoter activation; activation, % at 6 µM; 0.56% of 360,000 active; HEK293 lucGAA850 FXN promoter luciferase reporter, 24 h; percent of 10 µM SAHA response;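 active = activation above the average of all compounds screened plus 3 SD, cutoff fixed separately per campaign, cut at about 7.5% in these data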;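 also: 0% = DMSO wells and 100% = 10 µM SAHA wells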
PLCg1 inh – inhibitors of human phospholipase C gamma1. P19174. inhibition, % at 12.2 µM. purified PLC-gamma1, fluorogenic substrate, fluorescence. 0.84% of 370,000 active; in the data active = inhibition above about 9.5%
Target sequence (P19174 whole entry, looked up): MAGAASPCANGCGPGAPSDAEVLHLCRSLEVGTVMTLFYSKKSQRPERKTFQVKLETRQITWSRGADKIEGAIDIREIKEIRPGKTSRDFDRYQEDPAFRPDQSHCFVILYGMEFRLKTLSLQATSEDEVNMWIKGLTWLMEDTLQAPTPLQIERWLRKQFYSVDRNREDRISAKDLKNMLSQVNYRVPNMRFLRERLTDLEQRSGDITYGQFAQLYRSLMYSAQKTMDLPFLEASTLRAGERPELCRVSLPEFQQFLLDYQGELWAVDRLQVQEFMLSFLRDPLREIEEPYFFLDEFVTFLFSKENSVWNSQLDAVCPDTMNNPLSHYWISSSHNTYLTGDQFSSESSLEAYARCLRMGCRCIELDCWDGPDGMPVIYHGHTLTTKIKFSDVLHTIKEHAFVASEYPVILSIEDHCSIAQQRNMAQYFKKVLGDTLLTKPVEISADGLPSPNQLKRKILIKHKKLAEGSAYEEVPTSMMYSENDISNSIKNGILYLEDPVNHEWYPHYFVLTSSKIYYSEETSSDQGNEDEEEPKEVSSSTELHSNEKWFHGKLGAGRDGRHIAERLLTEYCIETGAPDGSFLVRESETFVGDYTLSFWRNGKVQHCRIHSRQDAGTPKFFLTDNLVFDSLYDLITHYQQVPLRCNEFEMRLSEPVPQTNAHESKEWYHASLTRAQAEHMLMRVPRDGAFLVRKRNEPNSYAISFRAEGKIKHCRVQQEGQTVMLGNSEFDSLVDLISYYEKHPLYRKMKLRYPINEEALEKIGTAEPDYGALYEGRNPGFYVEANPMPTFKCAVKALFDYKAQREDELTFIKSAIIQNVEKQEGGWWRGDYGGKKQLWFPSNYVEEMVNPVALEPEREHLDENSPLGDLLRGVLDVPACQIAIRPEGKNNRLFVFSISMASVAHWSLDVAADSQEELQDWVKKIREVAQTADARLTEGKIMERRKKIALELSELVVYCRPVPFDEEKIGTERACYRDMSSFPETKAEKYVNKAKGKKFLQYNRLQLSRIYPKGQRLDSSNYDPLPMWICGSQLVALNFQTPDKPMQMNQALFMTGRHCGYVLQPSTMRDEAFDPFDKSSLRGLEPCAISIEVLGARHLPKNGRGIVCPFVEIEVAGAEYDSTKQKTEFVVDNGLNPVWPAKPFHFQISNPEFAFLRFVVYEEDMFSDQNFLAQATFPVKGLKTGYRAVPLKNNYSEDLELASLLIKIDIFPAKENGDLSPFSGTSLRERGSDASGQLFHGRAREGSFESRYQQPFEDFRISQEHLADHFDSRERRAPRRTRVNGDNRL
DAX1 inh-2 – inhibitors of DAX1 repression of SF-1 activated StAR promoter; HEK293T StAR-luciferase reporter, SF-1/DAX-1 repression relief; inhibition, % at 6.8 µM; 1.1% of 370,000 active; AID 652010;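 active = inhibition above the mean over all tested compounds plus 3 SD, cut at about 3.6% in these data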;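 also: 0% = DAX-1 cells with DMSO and 100% = cells lacking DAX-1 with DMSO; higher inhibition means more luminescence from relief of DAX-1 repression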
Numbers without * were called inactive; i = inactive; . = not tested or not shown.

SMILES	ssDAF-12 act	PLCb3 inh	sPLA2-III inh	hgDAF-12 ag	hcDAF12 agonist	ADAM17 inh	ADAM10 inh	DAX1 inh-1	FXN GAA850 act	PLCg1 inh	DAX1 inh-2
COc1cc(C(=S)N2CCOCC2)ccc1OS(=O)(=O)c1ccccc1[N+](=O)[O-]	-1.9	3.1	-3.5	0.3	-0.6	2.1	10.9	0.1	0.5	0.3	-0.3
O=C(OCC(=O)N1CCCc2ccccc21)c1cc(S(=O)(=O)N2CCOCC2)ccc1F	0.1	3.4	7.6	0.0	-0.6	-2.7	-5.3	0.5	0.5	1.5	0.2
CCOc1ccc(C(C)=O)cc1COC(=O)c1cccnc1SC	-1.3	2.1	-2.4	-3.0	-1.2	3.0	7.8	-0.5	1.8	0.6	-1.5
C=CCn1c(SCC(=O)c2cc(C)n(C)c2C)nnc1-c1ccncc1	-2.2	-8.5	4.9	-1.3	-1.6	0.2	-2.9	0.6	2.4	0.0	0.0
Cc1ccc(N2C(=O)c3ccccc3C2C(=O)c2ccc(C)c(C)c2O)cc1 (centres undefined)	-0.8	-6.0	-7.6	0.8	-0.5	-0.3	4.7	0.4	0.0	-3.5	0.1
Cc1sc2ncn(CC(=O)OCC(=O)NC(C)(C)C)c(=O)c2c1C	-1.2	1.8	4.5	0.0	-1.0	-2.9	1.1	0.0	1.4	5.3	-0.4
CN(C)c1nc(NN)nc(Nc2ccc(F)cc2)n1	-1.4	-2.0	-3.0	0.4	-1.9	0.2	3.9	-0.1	2.7	0.1	-0.5
O=C(Nc1cccc([N+](=O)[O-])c1)C1CCN(C(=O)Cc2ccccc2)CC1	-0.7	-7.1	-5.5	-2.2	-2.1	0.4	1.4	-0.1	-1.0	1.0	0.2
CCOc1ccc(Cc2nnc(SCC(=O)Nc3ccc(OC)cc3)n(N)c2=O)cc1	-0.6	6.1	-6.4	-0.7	-1.9	-0.1	6.1	-0.9	0.8	0.6	-0.5
CC1=C(C(=O)N2CCOCC2)CC(CC(=O)NC2CC2)C(=O)N1Cc1ccccc1 (centres undefined)	-0.4	1.9	13.2	-2.6	-1.9	-1.4	-15.1	0.5	0.1	2.2	0.7
CC(C)n1cc(-c2nc(C(=O)NN)cs2)c(=O)n(Cc2ccccc2)c1=O	-1.1	-8.2	-3.5	-3.4	0.6	-0.8	-1.6	0.0	1.2	-5.5	-0.3
COC(=O)C1=CN(c2ccc(F)cc2)C(N)=C(C#N)C1c1cccc(F)c1 (centres undefined)	-0.8	-26.5	6.6	-3.1	-1.8	-11.8	-37.1	.	.	-13.1	-0.2
CC(C(=O)NCCN1C(=O)S/C(=C\c2cccnc2)C1=O)N1C(=O)c2ccccc2C1=O (centres undefined)	-1.6	-1.5	6.4	-1.9	-2.0	-2.0	-5.0	-2.1	3.0	-1.1	0.0
CSc1ccccc1C(=O)C1CCCN(Cc2c(C)n(C)n(-c3ccccc3)c2=O)C1 (centres undefined)	-0.6	-1.6	-0.4	3.7	1.2	-1.1	-0.6	0.9	0.4	-5.8	-0.3
COc1ccc(C(C(=O)NC(C)(C)C)N(Cc2ccco2)C(=O)CCC(=O)Nc2cc(C)on2)cc1 (centres undefined)	-1.6	3.1	-5.2	-0.6	-2.3	-0.6	-9.2	0.4	-0.9	5.1	-0.8
O=C(COC(=O)CNC(=O)c1ccccc1)Nc1ccccc1Cl	-0.6	0.7	5.3	1.4	-0.1	-6.2	-9.7	-0.5	2.8	0.8	-1.1
C=CCn1c(SCC(=O)OCC)nc(C(F)(F)F)cc1=O	0.7	-4.5	8.6	-0.6	-2.9	-3.2	5.5	-0.5	2.3	1.2	-0.5
Cn1cc(-c2nnnn2-c2ccccc2)c(=O)c2ccccc21	-1.0	11.8*	10.0	0.2	-0.4	5.1	1.8	0.4	0.3	4.6	-0.1
CC(=O)OC1[C@H](Oc2c(O)c(C)c3c4c2[C@@H](C)CC[C@@H]4[C@@H](C)C[C@@H]3C=C(C)C)OC[C@@H](O)[C@@H]1O (some centres undefined)	-0.2	3.5	-30.4	3.1	3.7	4.5	6.3	2.2	0.0	-2.1	-0.1
Clc1ccc(C(Cn2ccnc2)OCc2ccsc2Cl)c(Cl)c1 (centres undefined)	-1.0	-2.8	-21.3	-0.6	-3.3	8.7*	2.5	.	.	-0.9	-1.6
Cc1ccc(-c2nc(=S)c3c(n2Cc2cccnc2)CC(C)(C)OC3)cc1	-2.0	3.7	-1.4	0.5	0.8	-0.7	4.1	0.2	-0.7	0.9	-0.3
C=CCn1c(CNC(=O)c2ccco2)nnc1SCC(=O)c1ccccc1	-1.6	-0.6	-4.7	-0.8	0.3	-6.1	0.5	0.3	0.1	3.6	0.2
Cc1ccccc1NC(=O)Cn1nc(C(=O)O)c2ccccc2c1=O	-0.4	1.4	10.8	-0.4	-1.0	2.9	9.8	0.5	-0.2	7.6	0.6
O=C(Nc1ccc2[nH]c3c(c2c1)CCCC3)c1ccco1	-0.6	-76.7	-11.1	9.5	-0.1	-2.8	-0.3	-0.1	3.3	-69.8	1.0
OC(CC#CCN1CCCCC1)(c1ccccc1)c1ccccc1	-0.4	-5.9	-4.4	-2.0	-1.4	-2.1	-3.2	-2.1	-2.8	-1.4	-0.5
Later entries:
SMILES	ssDAF-12 act	PLCb3 inh	sPLA2-III inh	hgDAF-12 ag	hcDAF12 agonist	ADAM17 inh	ADAM10 inh	DAX1 inh-1	FXN GAA850 act	PLCg1 inh	DAX1 inh-2
Cn1nc(C(=O)NC2CCCCC2)c2ccccc2c1=O	-1.8	0.3	-1.5	1.2	1.2	-5.5	-1.4	-0.3	0.5	-0.4	-1.1
COc1ccc(/C=C/C(=O)N2CCN(c3ccccn3)CC2)c2ccccc12	-2.1	-33.7	-15.9	3.0	-0.9	-4.6	-14.5	-0.9	-2.6	-17.9	-0.8
COC(=O)c1c(NC(=O)CN2C(=O)C(=O)N(C(C)C)C2=O)sc(C)c1C	-1.0	-5.2	0.6	-0.8	-1.3	-1.2	-9.9	0.3	1.1	-2.6	0.2
CCOC(=O)N1CCc2c(sc(NC(C)=O)c2C(N)=O)C1	-0.9	-6.2	-1.5	-1.1	0.5	-10.5	-46.0	-1.1	1.2	-7.5	-0.5
Cc1sc2ncnc(SCC(=O)N3CCCC3)c2c1C	-0.3	-4.2	-1.9	-1.1	-2.1	-4.8	-16.0	0.2	-0.3	1.2	1.0
Cc1ccc(NC(=O)CSc2ccccc2)cc1S(=O)(=O)N1CCOCC1	-1.0	-1.8	-12.2	-1.6	-1.8	2.6	11.8	-0.6	1.6	11.9*	-0.9
Cc1c(NC(=O)Nc2ccc(C(C)C)cc2)c(=O)n(-c2ccccc2)n1C	-1.0	-8.1	-0.9	-2.0	-0.7	-3.4	-4.3	0.8	-0.6	2.1	-2.2
Cc1ccccc1C1=CC(=O)CC(C)(C)C1=O	-1.2	1.2	2.1	0.8	-0.2	-2.8	-6.5	.	.	2.1	0.1
CCc1cc2cc(C)cc(C)c2nc1SCC(=O)Nc1cc(C)on1	-0.9	3.2	1.1	-0.4	1.6	-3.2	-6.1	-0.4	0.8	-1.2	0.3
Oc1ccc(CN2CCc3ccccc3C2)c2cccnc12	-1.6	-7.9	16.2	-8.9	-2.1	0.2	4.2	-0.9	-6.2	-3.1	-2.1
CC(O)(c1cccnc1)c1nc(-c2ccc3ccccc3c2)cs1 (centres undefined)	-1.3	0.2	-6.0	2.4	-1.9	4.6	-5.5	.	-0.4	2.9	-2.9
Nc1ccccc1/C=C/c1ccccc1N	-0.6	i	5.9	4.0	1.1	i	i	1.6	4.6	i	2.3
O=C(NCc1ccccn1)c1cccc([N+](=O)[O-])c1	-1.6	0.5	-2.2	2.0	-0.1	-2.4	-4.2	1.9	1.7	2.3	-0.2
COc1cc(C2C(C(=O)c3ccc(C)o3)=C(O)C(=O)N2c2cc(C)on2)cc(Br)c1O (centres undefined)	-0.7	-17.6	-3.6	0.0	-1.4	-1.7	10.9	1.9	0.9	-16.9	-0.2
CC1(C(=O)Nc2ccc3c(c2)OCCO3)CCN1C(=O)C1(c2ccc(Cl)cc2)CCC1 (centres undefined)	-0.9	-0.3	-5.5	-4.0	2.1	3.2	-2.3	.	0.1	-0.7	-0.4
COc1ccc(C(=O)COC(=O)c2ccccc2O)c(OC)c1	0.4	-13.0	-8.8	11.6*	2.2	5.3	8.3	0.6	3.9	-10.4	3.9*
CC[C@H](C)NC(=O)c1ccc(Cn2c(=S)[nH]c3c([nH]c4ccc(OC)cc43)c2=O)cc1	-1.3	-15.0	16.1	-2.0	-0.3	-9.6	-30.7	0.4	3.4	-10.5	0.0
O=C(CCCSc1nc2ccccc2s1)NCc1ccco1	-0.1	-2.5	-6.7	2.2	2.7	-2.1	3.9	-1.5	-0.1	-4.2	0.1
COc1cccc(OCC(=O)N2CCC3(CC2)CC(=O)c2ccccc2O3)c1	-1.6	-23.9	-1.1	-2.2	-1.4	-33.0	-98.7	-0.5	1.1	-11.7	-0.9
O=C(CCn1c(=O)[nH]c2ccsc2c1=O)N1CCN(Cc2ccc3c(c2)OCO3)CC1	-1.1	-1.3	0.2	2.0	-1.9	-4.8	2.2	1.0	-3.9	1.8	-1.0
Cc1ccc(C(=O)C(C)OC(=O)C2=COCCO2)cc1C (centres undefined)	-1.2	3.4	-3.8	0.7	0.1	1.9	9.9	0.9	1.8	4.1	-0.6

Entries from the list above with a tert-butyl group:
SMILES	ssDAF-12 act	PLCb3 inh	sPLA2-III inh	hgDAF-12 ag	hcDAF12 agonist	ADAM17 inh	ADAM10 inh	DAX1 inh-1	FXN GAA850 act	PLCg1 inh	DAX1 inh-2
Cc1sc2ncn(CC(=O)OCC(=O)NC(C)(C)C)c(=O)c2c1C	-1.2	1.8	4.5	0.0	-1.0	-2.9	1.1	0.0	1.4	5.3	-0.4
COc1ccc(C(C(=O)NC(C)(C)C)N(Cc2ccco2)C(=O)CCC(=O)Nc2cc(C)on2)cc1 (centres undefined)	-1.6	3.1	-5.2	-0.6	-2.3	-0.6	-9.2	0.4	-0.9	5.1	-0.8

Pulled by structure from above, five records:
SMILES	ssDAF-12 act	PLCb3 inh	sPLA2-III inh	hgDAF-12 ag	hcDAF12 agonist	ADAM17 inh	ADAM10 inh	DAX1 inh-1	FXN GAA850 act	PLCg1 inh	DAX1 inh-2
CC(O)(c1cccnc1)c1nc(-c2ccc3ccccc3c2)cs1 (centres undefined)	-1.3	0.2	-6.0	2.4	-1.9	4.6	-5.5	.	-0.4	2.9	-2.9
Cn1nc(C(=O)NC2CCCCC2)c2ccccc2c1=O	-1.8	0.3	-1.5	1.2	1.2	-5.5	-1.4	-0.3	0.5	-0.4	-1.1
Nc1ccccc1/C=C/c1ccccc1N	-0.6	i	5.9	4.0	1.1	i	i	1.6	4.6	i	2.3
COc1cc(C2C(C(=O)c3ccc(C)o3)=C(O)C(=O)N2c2cc(C)on2)cc(Br)c1O (centres undefined)	-0.7	-17.6	-3.6	0.0	-1.4	-1.7	10.9	1.9	0.9	-16.9	-0.2
O=C(CCn1c(=O)[nH]c2ccsc2c1=O)N1CCN(Cc2ccc3c(c2)OCO3)CC1	-1.1	-1.3	0.2	2.0	-1.9	-4.8	2.2	1.0	-3.9	1.8	-1.0

Compound activity from PubChem BioAssay.

An unsorted share of the library; 6.9% or so of the library scored in one or more.
